# Screens: PubChem, National Center for Advancing Translational Sciences (NCATS)
# PI5P4K alpha inh: PI5P4K alpha (human) kinase inhibition; P48426; PI5P4Kalpha enzyme, ADP-Glo luminescence, 60 min; stronger effect = lower value; max response, %; 1.2% of 330,000 active; AID 652105; active means max response of -50% or lower; inconclusive means between -30% and -50%; inactive means -30% or higher; further: value at the top dose of about 77 µM; on the % scale 0 is the no-effect control and ±100 the full control effect
# Target sequence (P48426 whole entry, looked up): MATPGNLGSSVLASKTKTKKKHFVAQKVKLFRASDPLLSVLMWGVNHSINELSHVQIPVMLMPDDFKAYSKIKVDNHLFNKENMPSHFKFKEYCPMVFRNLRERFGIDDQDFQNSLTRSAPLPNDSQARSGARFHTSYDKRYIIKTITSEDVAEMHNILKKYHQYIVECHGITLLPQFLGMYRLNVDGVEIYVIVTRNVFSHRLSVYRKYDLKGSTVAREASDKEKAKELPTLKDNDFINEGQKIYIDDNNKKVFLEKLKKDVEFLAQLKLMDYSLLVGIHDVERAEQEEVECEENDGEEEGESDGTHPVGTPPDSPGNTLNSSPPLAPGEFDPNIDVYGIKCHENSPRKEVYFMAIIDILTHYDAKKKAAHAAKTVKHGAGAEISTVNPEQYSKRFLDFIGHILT
#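 PI5P4Kalpha ADP-Glo assay; 5 microM ATP final; 60 min RT reaction; HEPES pH 7.4/EGTA/CHAPS, 5% DMSO; controls lacking substrate or enzyme; luminescent end-point.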
# PLK1 PBD inh: PLK1 (human) polo-box domain binding inhibition. AID 720504. 2.8% of 360,000 active. Potency, µM, without a hit: max response, negative = inhibition, actives largely listed as inhibitors. Plk1 PBD binding of FITC phosphopeptide, fluorescence polarization. P53350; further: potency means the concentration at half of the fitted maximal effect; series mostly up to about 57 µM; on the % scale 0 is the no-effect control and ±100 the full control effect; nearly all actives have a fitted effect of over 65% in size
# Target sequence (P53350 whole entry, looked up, the tested form may be a part): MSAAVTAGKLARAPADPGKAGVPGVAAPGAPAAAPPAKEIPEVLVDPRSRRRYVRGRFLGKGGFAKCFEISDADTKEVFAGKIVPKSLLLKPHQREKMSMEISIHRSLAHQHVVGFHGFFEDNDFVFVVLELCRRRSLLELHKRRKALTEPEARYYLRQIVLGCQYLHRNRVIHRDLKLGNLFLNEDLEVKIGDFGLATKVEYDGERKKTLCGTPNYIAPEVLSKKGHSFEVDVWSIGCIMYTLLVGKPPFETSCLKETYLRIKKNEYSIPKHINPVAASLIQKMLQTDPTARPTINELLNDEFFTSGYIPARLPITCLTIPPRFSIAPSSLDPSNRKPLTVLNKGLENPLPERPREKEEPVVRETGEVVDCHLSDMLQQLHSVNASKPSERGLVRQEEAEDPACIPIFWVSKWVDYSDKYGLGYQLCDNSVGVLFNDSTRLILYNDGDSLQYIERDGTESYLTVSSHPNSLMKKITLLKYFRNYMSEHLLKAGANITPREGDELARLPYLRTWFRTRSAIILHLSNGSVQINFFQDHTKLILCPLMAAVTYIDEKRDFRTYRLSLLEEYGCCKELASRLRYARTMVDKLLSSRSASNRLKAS
# IL2 activator: activates IL-2 in a cell-based reporter assay | IL-2 activation reporter assay, cell-based qHTS; stimulated with anti-CD3/CD4/CD28 beads; in transgenic mouse T cells | activation, % (series mostly up to about 46 µM) | 0.065% of 360,000 active | AID 652025; in the data active means activation above about 50%; inconclusive means mostly about 30% to 49%; further: 0% is about no effect
#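 First, unstimulated transgenic mouse T cells were exposed to compound for 60 min. Next, anti-CD3/anti-CD4-coated beads with anti-CD28 were added. Finally, after 18 h at 37 degrees C, EGFP and DsRed were imaged.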
# EPAC1 ag: agonists of human EPAC1; AID 720707; Potency, µM (series often up to 154 µM), without a hit: at the top dose activation, actives largely listed as activators; EPAC1 agonist qHTS, biochemical assay; response scale: 100% = response to 6.5 mM cAMP; 0.073% of 360,000 active; further: potency means the concentration at half of the fitted maximal effect; nearly all actives have a fitted effect of over 60% in size
#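 Read-out is the fluorescence drop as BODIPY-GDP leaves Rap1B (480 nm excitation, 540 nm emission), recorded every 5 minutes over 30 minutes. Reactions held 100 nM EPAC1, 250 nM Rap1B–BODIPY-GDP and 50 uM GDP, with 6.5 mM cAMP setting full activation.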
# WRN inhibitor: WRN helicase (human) inhibition | 0.46% of 360,000 active | WRN helicase unwinding, fluorescent forked duplex, kinetic | Potency, µM (series often up to 114 µM), for inactives: top-dose activity change, negative = inhibition, actives largely listed as inhibitors | Q14191; further: potency means the concentration at half of the fitted maximal effect; on the % scale 0 is the no-effect control and ±100 the full control effect; nearly all actives have a fitted effect of over 55% in size
#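 WRN at 20 nM final preincubated with compound 15 min at room temperature; reaction started with 100 nM fluorophore/quencher forked duplex oligonucleotide and 2 mM ATP final. Unwinding followed kinetically by red fluorescence (ex 525, em 598 nm).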
# Abeta rescue: restores growth of yeast expressing A-beta42 peptide; yeast expressing A-beta42, growth rescue, OD600, 48 h; response scale: 0% DMSO, 100% iron-clioquinol control; Potency, µM (highest dose often 46.1 µM), without a hit: at the highest dose growth rescue, hits mostly activators; 0.063% of 410,000 active; further: potency means the concentration at half of the fitted maximal effect; nearly all actives have a fitted effect of over 55% in size
#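 Yeast growth medium received pinned compounds, then yeast cells expressing toxic A-beta were added; plates incubated at 30 C for 48 hr. Growth read as absorbance at 600 nm, normalized to DMSO and equimolar FeCl3 plus clioquinol controls.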
# FUS suppressor: suppressors of FUS proteinopathy in yeast; S. cerevisiae FUS-expressing, growth rescue, OD600, 24 h; Potency, µM (series often up to 76.6 µM), for inactives: at the highest dose growth rescue (activation), hits mostly activators; 0.24% of 390,000 active;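 further: potency means the concentration at half of the fitted maximal effect; plate controls were DMSO vehicle for no effect and reference control for full effect; nearly all actives have a fitted effect of over 55% in size; some results filed as inactive show a strong effect at the top dose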
#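 Cultures pregrown in 2.5% raffinose medium are shifted to minimal medium containing 2% galactose to express toxic FUS. Compounds are tested at several concentrations. After 24hr at 30C, growth is quantified at 600 nm absorbance.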
# EPAC1 antagonist: antagonists of human EPAC1. EPAC1 GEF assay, Rap1b-BODIPY-GDP exchange fluorescence. Potency, µM (top dose mostly 115 µM), for inactives: top-dose activity change, negative = inhibition, usual class: inhibitors. 0.14% of 360,000 active. O95398. AID 720709;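 further: potency means the concentration at half of the fitted maximal effect; plate controls were vehicle for no effect and positive control for full effect; nearly all actives have a fitted effect of over 50% in size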
# * = called active by the depositor; ? = inconclusive; · = no result given; & = joins results of further samples; [ ] = another dose, or the depositor's remark. Unless noted, the call rests on the fitted dose curve; in most records, active means well fitted curve in the direction sought with a large enough effect; inconclusive means small, poorly fitted or top-dose-only effect, or another doubt; inactive means no such curve, though single readings can be large; an effect the other way counts as inactive or inconclusive.
SMILES,IL2 activator,WRN inhibitor,EPAC1 antagonist,Abeta rescue,PI5P4K alpha inh,PLK1 PBD inh,FUS suppressor,EPAC1 ag
CC[C@]12c3[nH]c4ccc(OC)cc4c3CCN1C(=O)C(CC(=O)NCCCOC)C[C@@H]2C(=O)N1CCN(C(=O)C2CC2)CC1 (stereo partly specified),-0.4,-8%,3%,-14%,7,-2%,-4%,-8%
COc1ccc(-c2noc(CCCC(=O)Nc3ccc(C(N)=O)cc3)n2)cc1OC,0.0,-13%,19%,-4%,-8,5%,-10%,-2%
NC(=S)NN=C(c1ccc(Br)cc1)C1CC1,-5.6,2%,7%,12%,-1,-2%,·,-5%
O=C1CCCc2c1[nH]c1ccc(Br)cc21,-2.6,1%,2%,5%,-3,1%,1%,2%
CCN1C(=O)N2C[C@H]3CON(C)[C@H]3C[C@H]2c2ccccc21,2.2,1%,-14%,-16%,-11,-10%,-22%,-2%
CCc1ccc(OC)c(-c2csc(N)n2)c1,-0.4,-4%,-31%,-49%[inhibitor],7,-6%,3%,9%
C=CCn1cnc2c(nnn2-c2ccc(C)c(Cl)c2)c1=O,-0.7,1%,-3%,-20%,-7,-5%,1%,2%
O=C(NCc1ccccc1)/C(=C/c1ccc([N+](=O)[O-])cc1)NC(=O)c1ccco1,-1.0,-2%,-6%,4%,-9,-3%,0%,-8%
OC[C@@H]1[C@@H](c2ccc(Cl)cc2)C(c2cccc(Cl)c2)=NN1c1ccccc1,-0.8,-2%,-21%,30%,3,-12%,2%,-8%
O=C(Nc1ccc(SC(F)F)cc1)c1ccc2nccnc2c1,-2.9,-16%,8%,?,·,?,31%,3%
O=C(NCCc1ccccc1)C1CCCN1S(=O)(=O)c1cccc2nsnc12 (stereo unspecified),-1.6,14%,25%,7%,-1,2%,-10%,0%
Cc1ccc(OCc2nnnn2-c2ccccc2)cc1,1.0,-23%[57.1 µM],11%,-5%,5,3%,4%,7%

# Some of the entries above, set out differently.
# Each structure is followed by: IL2 activator | WRN inhibitor | EPAC1 antagonist | Abeta rescue | PI5P4K alpha inh | PLK1 PBD inh | FUS suppressor | EPAC1 ag
O=C(NCc1ccccc1)/C(=C/c1ccc([N+](=O)[O-])cc1)NC(=O)c1ccco1
 : -1.0 | -2% | -6% | 4% | -9 | -3% | 0% | -8%
OC[C@@H]1[C@@H](c2ccc(Cl)cc2)C(c2cccc(Cl)c2)=NN1c1ccccc1
 : -0.8 | -2% | -21% | 30% | 3 | -12% | 2% | -8%

# Following part.
SMILES,IL2 activator,WRN inhibitor,EPAC1 antagonist,Abeta rescue,PI5P4K alpha inh,PLK1 PBD inh,FUS suppressor,EPAC1 ag
Cc1cc(NC(=O)c2ccc(F)cc2F)n(-c2nc3ccccc3[nH]2)n1,0.5,-3%,8%,-6%,·,-10%,11%,6%
COc1ccc(NC(=O)C2(C)CCN2C2Cc3ccccc3C2)cc1OC (stereo unspecified),-0.6,-4%,-7%,-11%,6,-3%,-16%,7%
Cc1nc(-c2ccccc2)sc1C(=O)CSc1ccc(Br)cc1,9.8,-29%,-4%,-3%[9.22 µM],-3,-15%,-51%,15%
O=C(O)c1ccc2c(=O)[nH]c(CCl)nc2c1,0.3,-23%,-26%,16%,-59*,?,35%,4%
COC(=O)c1cccc(S(=O)(=O)N2CCN(c3nc4ccccc4s3)CC2)c1,3.3,-6%,-4%,13%,·,1%,-15%,-6%
CCc1c(C)sc(NC(=O)c2ccccc2[N+](=O)[O-])c1C(N)=O,-1.0,-23%,-6%,-11%,-23,?,·,4%
CN(C)NC(=O)C(NC(=O)c1ccc(N)cc1)C12CC3CC(CC(C3)C1)C2 (stereo unspecified),0.0,7%,-1%,-14%,1,?,30%,-3%
Cn1cnnc1SCc1ccc(F)c2ccccc12,-1.8,-2%,12%,40%,·,1%,8%,2%
OC(c1ccccc1)c1nc(/C=C/c2ccccc2)cs1 (stereo unspecified),0.5,-8%,-24%,14%,3,4%,-6%,0%
O=C(c1cnc2ccc3ccccc3c2c1)c1cc(F)ccc1O,0.2,1%,-15%,?,3,-11%,-10%,7%
O=C(Nc1ccc(F)cc1)Oc1ccccc1N1CCOCC1,0.2,1%,8%,8%,6,-5%,-19%,0%
COC(=O)C(NC(=O)c1ccccc1)C(C)(C)SCc1ccccc1 (stereo unspecified),-4.1,-6%,-6%,0%,2,-1%,17%,-3%
Nc1ccc(CCc2ccccn2)cc1,-0.7,-11%,0%,-6%,6,-2%,17%,0%
COc1ccc(NC(=O)CN2C(=O)C(c3ccccc3)=NC23CCCCCC3)cc1,-2.7,-9%,-5%,25%,1,2%,?,3%
CC(NC(=O)Cn1cccc1C(=O)c1ccccc1)c1ccc2c(c1)OCCO2 (stereo unspecified),0.4,0%,3%,9%,2,-12%,11%,3%
Fc1cccc2ncnc(OCc3ccccc3)c12,-2.1,-11%[57.1 µM],16%,-5%,-1,-1%,-6%,10%
COc1ccccc1CN1CCNC(=O)C1CC(=O)NCCCn1cccn1 (stereo unspecified),-1.5,3%,-28%,-6%,6,-19%,8%,5%
O=S1(=O)C[C@@H](N2CCN(CC3CC3)CC2)[C@H](COCc2ccccc2)N1,0.2,2%,14%,-15%,-11,-10%,-19%,-13%
O=C(CSc1n[nH]c(=O)n1-c1cccnc1)Nc1ccccc1Cl,-0.1,-1%,-6%,19%,3,-8%,8%,8%
COc1cccc(CNC(=O)CCC2CCCN(C(=O)c3cc(C4CC4)[nH]n3)C2)c1 (stereo unspecified),0.2,1%,13%,-16%,-13,-7%,4%,-2%
CN(CC(=O)Nc1cccc(F)c1)C(=O)CCCN1C(=O)c2cccc3cccc(c23)C1=O,1.3,-12%,-11%,7%,3,-9%,48%,4%
CCC1CN(S(=O)(=O)c2ccc3c(c2)NC(=O)CC(=O)N3)c2cc(Cl)ccc2O1 (stereo unspecified),-0.2,-2%,-11%,-8%&-11%,8,-3%,-7%&7%,-2%
Cc1nc2ccccc2c2oc(C(=O)NCCCN3CCCC(C)C3)cc12 (stereo unspecified),-1.6,2%,13%,-1%,0,-1%,9%,4%
COc1ccc(-c2nc3c(c(SCC(=O)Nc4cccc(O)c4)n2)Cc2c(CO)cnc(C)c2O3)cc1,7.9,-3%[11.6 µM],?,-18%,?,-24%,?,10%
O=S(=O)(NCCN1CCOCC1)c1cc(Cl)c(Cl)cc1Cl,2.2,-2%,-26%,14%,6,-5%,-12%,-11%
CCOc1ccccc1NC(=O)CSc1nc(N)c(C#N)cc1C#N,0.5,-22%,-1%,7%,-23,-4%,17%,0%
CC(=O)NS(=O)(=O)c1ccc(N=NN2CCOCC2)cc1,0.2,-11%,18%,-5%,10,-1%,·,1%
Cc1ccc(Cc2nnc(SCC(=O)Nc3ccccc3)[nH]c2=O)cc1,-2.1,-8%,7%,-4%,5,-2%,7%,1%
CCOC(=O)c1nn(-c2ccc(F)cc2)c(C)c1C(C)=O,0.0,-1%,-3%,5%,1,-9%,3%,4%
O=C(C1CC(=O)N(C2CCCCC2)C1)N1CCc2ccccc21 (stereo unspecified),0.8,1%,-9%,14%,-8,-17%,43%,0%
CC(C)C(=O)Nc1ccc(N2CCN(C(=O)c3cccs3)CC2)cc1,-2.1,7%,9%,-4%,-10,-16%,-12%,4%
COc1ccc(C2CC(c3c(O)cc(C)oc3=O)=NCCS2)c(OC)c1 (stereo unspecified),-0.9,12%[57.1 µM],-26%,-9%,-9,-4%,39%,-7%
O=C(CCl)c1ccc2[nH]c(=O)oc2c1,-0.8,-12%[11.6 µM],-6%,-69%[inhibitor],-23,7.5µM*,-1%,3%
COCCCn1c(SCc2nnc(-c3ccc(OC)c(OC)c3)o2)nc2ccccc2c1=O,0.4,-4%,10%,-18%,·,-1%,?,-2%
Cc1coc2cc3oc(=O)c(CCC(=O)NC4CC4)c(C)c3cc12,-0.8,3%,0%,-28%,-6,?,0%,-11%
COc1ccc(-n2ccn(CC(=O)Nc3ccc(OC)cc3OC)c(=O)c2=O)cc1,2.1,4%,4%,·,1,2%,-3%,-13%
C=CCNC(=O)c1csc(-c2ccccc2)n1,-0.7,7%,11%,-3%,0,-1%,2%,0%
CCOC(=O)CSC1=C(C#N)C(c2ccco2)C(C(=O)OCc2ccccc2)=C(C)N1 (stereo unspecified),-1.5,-17%,?,7%,·,-7%,?,13%
O=C(c1ccc(F)cc1)n1c(NCc2ccccc2)n[nH]c1=S,1.0,-7%,-13%,6%,-9,-10%,3%,10%
COc1ccc(-c2n[nH]c(=S)n2-c2ccc(C)cc2C)cc1,1.3,-6%,-9%,17%,5,0%,9%,-3%
COc1ccc(OC)c(C(C)NC(=S)NC2CCCCC2)c1 (stereo unspecified),-1.2,2%,-18%,?,-12,-17%,20%,15%
COC(=O)c1cc2ccccc2c(-c2c(O)ccc3ccccc23)c1O,-5.0,-33%,-1%,-52%[inhibitor],11,-5%,·,13%
CN(CC/C=C1/c2ccccc2CSc2ccccc21)CCCO,-3.6,-3%,-3%,12%,5,-3%,·,10%
COc1ccc(OC)c(S(=O)(=O)N2c3ccccc3CC2C)c1 (stereo unspecified),-1.7,-9%,-1%,-1%,·,0%,17%,19%
Cc1ccc(S(=O)(=O)N(Cc2ccccc2Cl)C(=O)N2CCN(C)CC2)cc1,-5.4,3%,5%,13%,1,0%,1%,-3%
Cc1ccc(S(=O)(=O)CC(=O)N(C)C)cc1,1.4,-11%,-27%,14%[9.22 µM],6,1%,-38%,10%
N#C/C(=C\c1c(N2CCN(Cc3ccccc3)CC2)nc2ccccn2c1=O)S(=O)(=O)c1ccccc1,-1.0,-9%,4%,2%,0,19%,36%,-2%
COc1ccc(N2CCN(C(=O)c3ccccc3NS(=O)(=O)c3ccc(C)cc3)CC2)cc1,-3.8,-34%,-3%,-14%,1,-2%,·,7%
CCOC(=O)/C(C#N)=C(C)/C=C1\Sc2ccccc2N1CC,1.7,-11%,-25%,-4%,16,-17%,-7%,0%
COC(=O)c1ccccc1NC(=O)COC(=O)C1CCCCC1,-1.7,-4%,-8%,29%,-1,-3%,10%,2%
COc1ccc(-c2cc(C(=O)N/N=C/c3ccc(OC)c(COCC(F)(F)C(F)F)c3)c3ccccc3n2)c(OC)c1,-0.1,-3%,5%,6%,-30,3µM*,36%,-9%
CCN(CC(=O)Nc1c(F)cccc1F)C(=O)CNC(=O)c1ccc(C)s1,1.6,-16%,16%,-10%,1,6%,·,-4%
